# Compound activity as filed in PubChem.
# M1 antag: human CHRM1 antagonism; CHO-K1 hM1, Fluo-8 calcium fluorescence, ACh EC80 antagonist; actives 1.3% (n = 360,000); AID 588852; inhibition, % at 3 µM; P11229;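 active = percent inhibition above its own plate's cutoff, namely the mean of that plate's compound wells plus 3 SD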;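 note: peak over basal fluorescence ratio during 140 s after agonist addition; 0% = ACh EC80 plus DMSO and 100% = DMSO alone without agonist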
# CHO parental Ca: signal in parental CHO cells, OX1R antagonist counter-screen; parental CHO-K1, ATP-induced calcium, Fluo-8 fluorescence; inhibition, % at 5.6 µM; actives 0.63% (n = 330,000); AID 463079;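 active = inhibition above that plate's mean sample inhibition plus 3 SD, cut at about 26% in these data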;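 note: 0% = ATP-challenged DMSO wells and 100% = DMSO wells without ATP; some compounds past the cut are filed as inactive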
#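 test system = CHO parental line | reagent = ATP stimulus | measured by = intracellular calcium via Fluo-8 no-wash fluorescent dye | control set = ATP and no-ATP DMSO wells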
# V1R ag counter: V1a receptor agonism, counter-screen for OXTR agonists; AID 2797; activation, % at 3 µM; actives 0.25% (n = 320,000); CHO-V1R cells, Fluo-8 calcium fluorescence, agonist mode; 0% DMSO, 100% 3 nM vasopressin;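 active = activation above the mean activation of all tested compounds plus 3 SD, per screening run, cut at about 20% in these data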;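 note: signal is peak over basal fluorescence ratio across a 100 second FLIPR read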
# Target sequence (P37288 whole entry, looked up): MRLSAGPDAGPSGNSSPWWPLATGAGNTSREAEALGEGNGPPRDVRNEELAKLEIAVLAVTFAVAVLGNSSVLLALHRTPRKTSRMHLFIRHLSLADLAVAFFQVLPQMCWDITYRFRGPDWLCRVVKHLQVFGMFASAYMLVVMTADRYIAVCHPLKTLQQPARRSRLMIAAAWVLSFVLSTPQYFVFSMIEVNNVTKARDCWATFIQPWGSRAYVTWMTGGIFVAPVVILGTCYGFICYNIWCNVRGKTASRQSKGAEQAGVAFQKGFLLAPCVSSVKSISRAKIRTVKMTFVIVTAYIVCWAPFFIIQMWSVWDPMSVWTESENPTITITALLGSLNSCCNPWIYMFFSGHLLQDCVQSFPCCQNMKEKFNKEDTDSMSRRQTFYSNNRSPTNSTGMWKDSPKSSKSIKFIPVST
# TAAR1 ag: agonists of human TAAR1. AID 624467. actives 0.99% (n = 360,000). Q96RJ0. CHO RD-HGA16 TAAR1, Fluo-8 calcium fluorescence; vehicle wells 0%, saturating PEA agonist 100%. activation, % at 3 µM;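 active = activation above the mean activation of all test compounds in the run plus 3 SD, cut at about 38% in these data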
# Target sequence (Q96RJ0 whole entry, looked up): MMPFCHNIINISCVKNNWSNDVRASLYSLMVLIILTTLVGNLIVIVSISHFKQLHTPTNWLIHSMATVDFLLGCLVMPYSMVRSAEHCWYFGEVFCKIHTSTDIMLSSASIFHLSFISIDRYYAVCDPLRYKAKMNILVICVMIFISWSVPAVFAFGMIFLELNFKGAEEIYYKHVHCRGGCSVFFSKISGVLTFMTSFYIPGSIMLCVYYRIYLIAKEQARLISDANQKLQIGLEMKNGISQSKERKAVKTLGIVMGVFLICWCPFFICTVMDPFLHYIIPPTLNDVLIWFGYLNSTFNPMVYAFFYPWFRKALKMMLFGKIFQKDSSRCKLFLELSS
#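 Benchmarks: low control DMSO, high control PEA (EC100); System: CHO RD-HGA16 cells carrying human TAAR1 plus Gα16; Detection: Fluo-8 fluorescence, 5 s baseline then 140 s kinetic read; Schedule: 17-24 h plating, Fluo-8 75 min 37 °C, 30 min RT; Read-out basis: % activation from peak over basal fluorescence ratio, DMSO-to-PEA scaled.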
# TAAR1 antagonist: human TAAR1 antagonism; Q96RJ0; CHO RD-HGA16 TAAR1, Fluo-8 calcium fluorescence, antagonist; inhibition, % at 3 µM; actives 1.5% (n = 360,000); AID 624466;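 active = inhibition above a per-plate cutoff, the mean inhibition of test compounds on that plate plus 3 SD, cut at about 49% in these data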;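 note: 0% = DMSO plus EC80 beta-PEA response and 100% = DMSO alone without agonist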
#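 System: RD-HGA16 CHO cells with stable hTAAR1 and Gα16 | Probe or stimulus: EC80 β-phenethylamine stimulus | Dosing: 3 µM, single point | Times: Dye loading 75 min at 37 °C, then 30 min room temperature | Measured by: Fluo-8 calcium-sensitive fluorescence | Read-out basis: % inhibition of agonist calcium response | Replicates: n of 1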
# CHRM1 PAM: human CHRM1 positive allosteric modulation; CHO-K1 hM1, Fluo-8 calcium fluorescence, ACh EC20; 0% = ACh EC20, 100% = maximal ACh; activation, % at 3 µM; actives 0.088% (n = 360,000); AID 588819; in the data active = activation above about 19%, passing the limit was not always enough
# OXTR agonist: agonists of human oxytocin receptor; P30559; CHO-OTR cells, Fluo-8 calcium fluorescence; normalized: DMSO 0%, oxytocin 100%; activation, % at 3 µM; actives 0.32% (n = 320,000); AID 2435;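 active = activation above the mean of all tested compounds plus 3 SD, cutoff set per screening run, cut at about 20% in these data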;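 note: peak over basal fluorescence ratio from a 100 s FLIPR kinetic read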
# OXTR potentiator: potentiates the human oxytocin receptor response; actives 0.061% (n = 320,000); CHO-OTR cells, Fluo-8 calcium fluorescence, potentiator mode; 0% = oxytocin EC15, 100% = EC100; activation, % at 3 µM; P30559;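 active = activation above that plate's cutoff, the mean activation of tested compounds plus 3 SD, cut at about 6.6% in these data, passing the limit was not always enough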;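 note: 100% uses oxytocin at 75 nM as the full agonist control; some results filed as inactive read as strong as hits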
#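 Material: CHO-OTR cells, human receptor; compound dosing: single dose, 3.0 µM nominal final compound concentration; schedule: 6 min compound pre-incubation at room temperature, 100 s kinetic read; measured by: kinetic Fluo-8 calcium fluorescence; read-out basis: % activation vs EC15 and EC100 oxytocin; controls: EC15 oxytocin alone as 0%, 75 nM oxytocin as 100%; replicates: singlicate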
# CHRM1 agonist: activates human CHRM1 receptor; actives 0.33% (n = 360,000); CHO-K1 hM1, Fluo-8 calcium fluorescence, agonist mode; 0% DMSO, 100% acetylcholine EC100; activation, % at 3 µM; P11229;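 active = activation above the run's mean compound activation plus 3 SD, cut at about 16% in these data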;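 note: peak over basal fluorescence ratio within a 140 s kinetic read after compound addition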
# * hit, by the source's call.
SMILES,M1 antag,CHO parental Ca,V1R ag counter,TAAR1 ag,TAAR1 antagonist,CHRM1 PAM,OXTR agonist,OXTR potentiator,CHRM1 agonist
CC(=O)Nc1ccc(NC(=O)Cn2cc3c(n2)CCCC3)cc1,-4.3,-7.2,0.8,2.2,4.4,7.2,1.0,-1.2,-3.8
COc1ccc(CCNC(=O)COC(=O)C2CC2C)cc1 (stereo not drawn),0.1,-5.2,-0.4,3.7,-4.3,1.7,0.7,-2.1,-3.9
C=CCc1ccccc1Oc1cc(F)nc(N)n1,-3.4,-2.3,-0.1,6.6,-6.4,-1.1,-0.8,-7.0,-4.4
Cc1cc(=O)oc2cc(OCC3CC(c4ccc(N(C)C)cc4)=NO3)ccc12 (stereo not drawn),-6.9,-6.9,0.1,-0.7,1.2,6.0,-0.8,-9.3,-0.1
Brc1ccc(-c2cn3c(n2)CCc2ccc4cccnc4c2-3)cc1,-10.6,-31.6,-0.6,4.8,1.6,6.3,-1.1,-11.1,-1.8
COc1ccc2cc3cc(C(=O)N4CCN(Cc5ccc6c(c5)OCO6)CC4)oc3nc2c1,-7.1,-12.8,0.2,9.0,23.8,-8.3,0.1,-13.7,-3.6
COc1cc(CNCCSc2nnnn2C)cc(OC)c1OC,-7.5,-8.4,0.2,8.3,-14.1,1.0,-0.9,-6.9,-3.7
CC(C)c1ccc(NC(=O)[C@H](NC(=O)[C@@H]2Cc3ccccc3CN2)c2ccccc2)cc1,4.4,-22.7,3.3,12.2,-9.3,-4.3,2.2,-10.1,-2.4
Cc1ccc(S(=O)(=O)N(C#N)c2nc(C)cc(C)n2)cc1,-3.4,-16.4,1.0,11.2,4.9,5.9,1.1,-2.3,-2.4
OCCNc1nc(N2CCN(Cc3ccccc3)CC2)nc2ccccc12,-18.4,-20.4,1.9,2.9,-22.7,11.3,0.9,-8.3,-4.0
N#Cc1c(Nc2ccccc2Cl)s[nH]c1=O,-9.9,-7.3,-0.2,0.0,-7.8,4.3,-1.1,-1.4,-1.2
Cc1cc(NS(=O)(=O)c2ccc(Nc3nc(-c4ccc(C)c(C)c4)cs3)cc2)no1,6.0,-4.5,0.0,-2.5,11.4,0.0,-0.8,-5.2,-1.1
CC1CC(C)CN(C(=O)Cn2c(-c3nonc3N)nc3ccccc32)C1 (stereo not drawn),7.5,-26.5,0.8,15.9,11.3,-3.1,-1.5,-11.0,-2.1
COc1ccc(NC(=S)N=Nc2c(O)[nH]c3ccccc23)cc1,8.7,-11.7,-1.1,-2.9,10.8,-3.6,-0.6,-5.1,-5.1
Cc1ccc(C(=O)Nc2ccc(C(=O)N3CCCCC3C)cc2)cc1 (stereo not drawn),-10.4,4.5,0.3,2.8,5.3,10.8,0.5,-6.5,-2.9
CCCN1CCC(NC(=O)Nc2ccc(OC)c(OC)c2)CC1,-13.7,-7.0,-0.5,3.6,-6.5,5.5,0.4,-2.4,-3.7
O=C(NCc1ccccc1)C1=C[C@@H](c2ccc3c(c2)OCO3)C[C@@H](OCc2ccc(CO)cc2)O1,0.2,-1.1,0.6,9.4,38.7,-6.2,0.2,-14.3,-9.3

# Shown with each value named: 2 of the compounds above
OCCNc1nc(N2CCN(Cc3ccccc3)CC2)nc2ccccc12
- M1 antag: -18.4
- CHO parental Ca: -20.4
- V1R ag counter: 1.9
- TAAR1 ag: 2.9
- TAAR1 antagonist: -22.7
- CHRM1 PAM: 11.3
- OXTR agonist: 0.9
- OXTR potentiator: -8.3
- CHRM1 agonist: -4.0
C=CCc1ccccc1Oc1cc(F)nc(N)n1
- M1 antag: -3.4
- CHO parental Ca: -2.3
- V1R ag counter: -0.1
- TAAR1 ag: 6.6
- TAAR1 antagonist: -6.4
- CHRM1 PAM: -1.1
- OXTR agonist: -0.8
- OXTR potentiator: -7.0
- CHRM1 agonist: -4.4

# Arranged by length of the SMILES (lowest first): some entries from above.
SMILES,M1 antag,CHO parental Ca,V1R ag counter,TAAR1 ag,TAAR1 antagonist,CHRM1 PAM,OXTR agonist,OXTR potentiator,CHRM1 agonist
C=CCc1ccccc1Oc1cc(F)nc(N)n1,-3.4,-2.3,-0.1,6.6,-6.4,-1.1,-0.8,-7.0,-4.4
N#Cc1c(Nc2ccccc2Cl)s[nH]c1=O,-9.9,-7.3,-0.2,0.0,-7.8,4.3,-1.1,-1.4,-1.2
COc1cc(CNCCSc2nnnn2C)cc(OC)c1OC,-7.5,-8.4,0.2,8.3,-14.1,1.0,-0.9,-6.9,-3.7
COc1ccc(CCNC(=O)COC(=O)C2CC2C)cc1 (stereo not drawn),0.1,-5.2,-0.4,3.7,-4.3,1.7,0.7,-2.1,-3.9
CCCN1CCC(NC(=O)Nc2ccc(OC)c(OC)c2)CC1,-13.7,-7.0,-0.5,3.6,-6.5,5.5,0.4,-2.4,-3.7
CC(=O)Nc1ccc(NC(=O)Cn2cc3c(n2)CCCC3)cc1,-4.3,-7.2,0.8,2.2,4.4,7.2,1.0,-1.2,-3.8
Cc1ccc(S(=O)(=O)N(C#N)c2nc(C)cc(C)n2)cc1,-3.4,-16.4,1.0,11.2,4.9,5.9,1.1,-2.3,-2.4
Brc1ccc(-c2cn3c(n2)CCc2ccc4cccnc4c2-3)cc1,-10.6,-31.6,-0.6,4.8,1.6,6.3,-1.1,-11.1,-1.8
Cc1cc(=O)oc2cc(OCC3CC(c4ccc(N(C)C)cc4)=NO3)ccc12 (stereo not drawn),-6.9,-6.9,0.1,-0.7,1.2,6.0,-0.8,-9.3,-0.1
COc1ccc2cc3cc(C(=O)N4CCN(Cc5ccc6c(c5)OCO6)CC4)oc3nc2c1,-7.1,-12.8,0.2,9.0,23.8,-8.3,0.1,-13.7,-3.6
Cc1cc(NS(=O)(=O)c2ccc(Nc3nc(-c4ccc(C)c(C)c4)cs3)cc2)no1,6.0,-4.5,0.0,-2.5,11.4,0.0,-0.8,-5.2,-1.1
CC(C)c1ccc(NC(=O)[C@H](NC(=O)[C@@H]2Cc3ccccc3CN2)c2ccccc2)cc1,4.4,-22.7,3.3,12.2,-9.3,-4.3,2.2,-10.1,-2.4

# Outcome played no part in choosing rows, and some 3.7% of all compounds hit somewhere here.
